AHR activator: activators of human aryl hydrocarbon receptor. hit rate 2.5% among 320,000. activation, % at 5 µM. P35869. AHR-responsive luciferase reporter cells, luminescence. AID 2796; in the data active = activation above about 47%;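 also: 0% = vehicle wells and 100% = reference agonist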
LAP4-GFP MLPCN: yeast TOR pathway LAP4-GFP modulation. AID 2023. GFP response vs DMSO, % at 10 µM. S. cerevisiae LAP4-GFP multiplex, flow cytometry GFP, 3 h; median GFP as percent of DMSO wells. hit rate 0.34% among 320,000;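 active = GFP response vs DMSO above a set limit, about the screen mean plus 3 SD, cut at about 150% in these data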
RPL19A-GFP yeast: yeast TOR pathway RPL19A-GFP modulation; S. cerevisiae RPL19A-GFP strain, flow cytometry, 3 h; stronger effect = lower value; percent response vs DMSO, % at 10 µM; hit rate 0.3% among 330,000; AID 2025;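 active = percent response vs DMSO below 50%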;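 also: median channel GFP fluorescence of the barcoded RPL19A-GFP strain; ratio of sample median GFP to plate DMSO average so 100% = DMSO; lower means less RPL19A-GFP as with rapamycin TOR inhibition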
EBNA-1 inhibitor: blocks EBNA-1 binding to DNA; EBNA-1 DNA binding, fluorescence polarization; hit rate 0.34% among 300,000; inhibition, % at 14.8 µM; AID 1950; in the data active = inhibition above about 28%
proCasp3 act: procaspase-3 (human) activation; activation, % at 8.5 µM; P42574; AID 463141; hit rate 0.11% among 330,000; recombinant procaspase-3 D3A, Ac-DEVD-pNA absorbance 405 nm;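 active = activation above the mean of all tested compounds plus 3 SD, cut at about 21% in these data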;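 also: 0% = DMSO alone and 100% = DMSO wells spiked with extra 5 µM PC-3 D3A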
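Assay system – Procaspase-3 D3A mutant, all three cleavage aspartates alanine · Controls – DMSO-only low control, 5 µM PC-3 D3A high control · Schedule – 1 h compound preincubation, 2 h substrate hydrolysis at 25 °C · Signal – 405 nm absorbance of p-nitroaniline, reads at 0 and 120 min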
proCasp7 act: activates human procaspase-7, counter-screen for procaspase-3 activators. recombinant procaspase-7, Ac-DEVD-pNA absorbance 405 nm; D23A/D198A/D206A triple mutant, cannot self-cleave; scale: DMSO 0, 5 µM enzyme 100. activation, % at 8.5 µM. hit rate 0.093% among 330,000;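 active = percent activation above the screen-wide mean plus 3 SD, cut at about 25% in these data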
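Assay system – Uncleavable procaspase-7 mutant enzyme · Quantity – 2 µM procaspase-7 mutant as dispensed · Times – 1 h preincubation, 2 h reaction · Dosing – single nominal 8.5 µM compound dose, 0.8% DMSO final · Buffer or medium – Zinc-free 50 mM HEPES buffer, pH 7.4, with NaCl and Triton X-100 · Detection – Epi-absorbance of released pNA at 405 nm, two timepoints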
MEP2-GFP yeast: alters MEP2-GFP fluorescence in TOR pathway yeast screen; hit rate 0.51% among 330,000; GFP response vs DMSO, % at 10 µM; S. cerevisiae MEP2-GFP strain, flow cytometry GFP, 3 h; 100% = DMSO control level;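 active = GFP response versus DMSO above a set limit, roughly screen mean plus 3 SD, cut at about 180% in these data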;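 also: median GFP fluorescence of the barcode-gated MEP2-GFP cells per well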
ZTA counter: counter-screen for EBNA-1 inhibitors: inhibitors of Epstein-Barr virus ZTA. ZTA-DNA binding, fluorescence polarization. P03206. inhibition, % at 11 µM. hit rate 0.15% among 320,000. AID 2234; in the data active = inhibition above about 33%
Starred values were filed as active, the others as inactive; . = no result given; [ ] = remark or other dose.

SMILES	AHR activator	LAP4-GFP MLPCN	RPL19A-GFP yeast	EBNA-1 inhibitor	proCasp3 act	proCasp7 act	MEP2-GFP yeast	ZTA counter
CC1(C)Cc2cccc(C(=O)NC3CCN(Cc4ccccc4)CC3)c2O1	-2	104	96	6	0	9	96	-6
O=C(N/N=C/c1ccc(O)cc1)c1cccc(C(F)(F)F)c1	15	92	103	2	0	-2	107	-11
COc1cccc(-c2c(C(=O)N/N=C/c3sccc3C)nnn2-c2nonc2N)c1	8	95	100	3	1	7	100	11
Cc1nc2ncnn2c(N2CCN(C(=O)c3cccc(F)c3)CC2)c1Cc1ccccc1	1	92	97	7	8	6	95	6
CNC(=S)NNC(=O)COc1ccccc1C	6	74	114	-11	13	-12	98	-2
Cc1ccc(CNS(=O)(=O)c2ccc(CN3C(=O)c4cccnc4C3=O)cc2)o1	0	82[may fluoresce violet]	27*[may fluoresce violet]	-8	-19	-33	127[may fluoresce violet]	3
O=C(Nc1nc2c(F)cc(F)cc2s1)C1CCN(C(=O)c2ccc(F)cc2)CC1	23	125	109	2	0	-1	109	2
CCc1nc(Nc2ccc3nccnc3c2)c2oc3ccccc3c2n1	85*	102	98	-3	-7	-7	106	0
CC1(C)CC(=O)C(=Cc2cn(-c3ccccc3)nc2-c2ccc(Cl)cc2)C(=O)C1	1	96	100	4	-5	5	87	-2
CCCn1nnnc1NCc1cc(Br)ccc1OC	1	104	115	-4	-8	2	103	-14
CCOC(=O)[C@H]1[C@H]2COc3cc(OC)ccc3[C@@H]2N2C(=O)CN(Cc3ccc(OC)cc3)C(=O)[C@@]12C	1	95	96	.	-2	-1	86	-9
CCOC(=O)[C@@H]1[C@H]2COc3ccc(Br)cc3[C@H]2N2C(=O)N(c3ccc(Cl)cc3)C(=O)[C@@]12C	0	133	90	0	13	-7	87	-17
COC(=O)c1cc2c(C(F)(F)F)nn(C)c2s1	-1	103	94	-8	11	8	105	-1
CC(=O)N1c2ccccc2CCc2ccc(N)cc21	0	87	102	-3	-2	-8	101	-9
O=[N+]([O-])c1ccc2c(c1Nc1ccccc1)=NC1(CCCCC1)N=2	9	99	100	-23	-6	0	107	4
O=C1c2cccnc2C(=O)N1Cc1ccc(S(=O)(=O)N2CCOc3ccccc32)cc1	0	101	98	0	5	8	104	-7
CCCN1C2CCCC1CC(NC(=S)NCCCOCC)C2 (stereo unspecified)	2	94	96	-1	5	15	90	-2
CC(NC(=O)CN(Cc1ccccc1)S(=O)(=O)c1ccccc1)c1cccnc1 (stereo unspecified)	1	92	98	.	11	2	96	13
CC1(C)COC(c2cccn2Cc2ccccc2Cl)=N1	2	93	100	4	3	1	104	3
O=C1C2CCCN2C(c2cccc(Br)c2)N1c1ccc(F)cc1 (stereo unspecified)	7	113	101	-4	12	9	119	2
COc1cc(C)c(S(=O)(=O)n2c([N+](=O)[O-])cnc2C)cc1C	-1	100	97	-6	6	-1	94	-5
CC(C)N(C)C(=O)c1ccc(OC2CCN(CCc3ccccc3)CC2)cc1	-3	104	98	-10	-2	0	99	-35
CC(C)(C)OC(=O)N1CCN(C(=O)Nc2ccc3c(c2)OCCO3)CC1	1	102	107	-6	5	7	98	-8
NNC(=O)[C@H]1C[C@@H]1c1ccccc1	12	94	104	-11	-1	0	104	-22
Cc1ccc(CN2CCN(C(=O)C3CCC3)CC2)cc1	1	101	100	-4	2	9	99	-2

Part of the list above, reformatted:
molecule,AHR activator,LAP4-GFP MLPCN,RPL19A-GFP yeast,EBNA-1 inhibitor,proCasp3 act,proCasp7 act,MEP2-GFP yeast,ZTA counter
CC(NC(=O)CN(Cc1ccccc1)S(=O)(=O)c1ccccc1)c1cccnc1 (stereo unspecified),1,92,98,.,11,2,96,13
CC1(C)COC(c2cccn2Cc2ccccc2Cl)=N1,2,93,100,4,3,1,104,3
O=C1C2CCCN2C(c2cccc(Br)c2)N1c1ccc(F)cc1 (stereo unspecified),7,113,101,-4,12,9,119,2
COc1cc(C)c(S(=O)(=O)n2c([N+](=O)[O-])cnc2C)cc1C,-1,100,97,-6,6,-1,94,-5
CC(C)N(C)C(=O)c1ccc(OC2CCN(CCc3ccccc3)CC2)cc1,-3,104,98,-10,-2,0,99,-35
CC(C)(C)OC(=O)N1CCN(C(=O)Nc2ccc3c(c2)OCCO3)CC1,1,102,107,-6,5,7,98,-8
NNC(=O)[C@H]1C[C@@H]1c1ccccc1,12,94,104,-11,-1,0,104,-22

A section from the list above, as a working copy:
SMILES	AHR activator	LAP4-GFP MLPCN	RPL19A-GFP yeast	EBNA-1 inhibitor	proCasp3 act	proCasp7 act	MEP2-GFP yeast	ZTA counter
CC1(C)Cc2cccc(C(=O)NC3CCN(Cc4ccccc4)CC3)c2O1	-2	104	96	6	0	9	96	-6
O=C(N/N=C/c1ccc(O)cc1)c1cccc(C(F)(F)F)c1	15	92	103	2	0	-2	107	-11
COc1cccc(-c2c(C(=O)N/N=C/c3sccc3C)nnn2-c2nonc2N)c1	8	95	100	3	1	7	100	11
Cc1nc2ncnn2c(N2CCN(C(=O)c3cccc(F)c3)CC2)c1Cc1ccccc1	1	92	97	7	8	6	95	6
CNC(=S)NNC(=O)COc1ccccc1C	6	74	114	-11	13	-12	98	-2

One compound at a time, from the list above.
COc1cc(C)c(S(=O)(=O)n2c([N+](=O)[O-])cnc2C)cc1C across the screens: AHR activator = -1; LAP4-GFP MLPCN = 100; RPL19A-GFP yeast = 97; EBNA-1 inhibitor = -6; proCasp3 act = 6; proCasp7 act = -1; MEP2-GFP yeast = 94; ZTA counter = -5
CC(=O)N1c2ccccc2CCc2ccc(N)cc21 across the screens: AHR activator = 0; LAP4-GFP MLPCN = 87; RPL19A-GFP yeast = 102; EBNA-1 inhibitor = -3; proCasp3 act = -2; proCasp7 act = -8; MEP2-GFP yeast = 101; ZTA counter = -9

Additional structures follow.
SMILES	AHR activator	LAP4-GFP MLPCN	RPL19A-GFP yeast	EBNA-1 inhibitor	proCasp3 act	proCasp7 act	MEP2-GFP yeast	ZTA counter
CCCCNC(=O)c1cccnc1SCC(=O)Nc1ccccc1OC	6	99	111	14	6	9	118	11
Cc1ccc(N(CC(=O)NCc2ccc(F)cc2)S(=O)(=O)c2cccs2)cc1	0	90	91	5	3	-1	91	-18
CCn1c2ccccc2c2cc(NC(=S)N3CCOCC3)ccc21	46	103	97	6	-6	-12	106	-1
Cc1ccccc1CC(=O)Nc1ccc2c(c1)CCC2	5	103	107	-9	-6	-16	109	-12
C=CCc1c(C)nc(C)nc1N/N=C/c1ccc(N(C)C)cc1	79*	135	71	2	-16	-5	100	-6
COc1cc2c(cc1OC)-c1cc(Nc3ccc4c(c3)OCCO4)nc(=O)n1CC2	-6	83	101	-10	-6	9	90	-10
CCN(CC)S(=O)(=O)c1cc(C(=O)Nc2cc(C)[nH]n2)ccc1Cl	24	89	91	2	3	-2	92	5
Nn1c(CN2CCCCC2)nc2ccccc2c1=O	6	93	98	7	2	-7	99	-1
CS(=O)(=O)Nc1ccc(C(=O)NCC2CCCO2)cc1 (stereo unspecified)	2	100	96	-3	4	1	101	-12
CCS(=O)(=O)N1CCC(C(=O)N2CCN(Cc3ccccc3)CC2)CC1	5	101	95	1	-2	1	99	0
Cc1nn(-c2ccccc2)c2nc(Cl)c(C(=O)O)cc12	0	94	102	3	0	-9	101	13
Cc1ccc(NC(=O)COC(=O)CN2C(=O)NC3(CCCC3)C2=O)cc1Cl	0	99	96	.	0	-4	102	-5
Cc1occc1C(=O)N(C)Cc1nc(-c2ccccc2)no1	-1	95	96	-3	6	-4	99	10
COc1cc(SC)ccc1C(=O)OCC(=O)NC(=O)NC(C)C	-1	95	105	2	6	1	103	19
Cc1cccc(NC(=O)Nc2ccc(S(=O)(=O)Nc3onc(C)c3C)cc2)c1	12	105	99	.	2	-1	95	4
O=c1[nH]c2cc3c(cc2cc1CN(Cc1ccco1)C(=S)NCCCN1CCOCC1)OCCO3	11	112	101	0	2	0	99	-3
CC(C)Cn1c(=O)c2sccc2n2c(CCCC(=O)NC3CCN(Cc4ccccc4)CC3)nnc12	-2	90	102	-7	12	2	104	6
COc1ccc(S(=O)(=O)N2CCOCC2)cc1NC(=O)CN1C(=O)NC(C)(C2CC2)C1=O (stereo unspecified)	-1	96	96	.	-1	-8	97	-11
COc1ccccc1NS(=O)(=O)c1cccc(C(=O)N2CCCC2)c1	-1	107	98	.	1	7	105	.
O=C(CSc1nnc(-c2ccco2)o1)NC1CCCCCC1	-1	98	92	-18	3	-4	107	9
CC(C)Oc1ccc(S(=O)(=O)N2CCCCC2)cc1NC(=O)CN1CCCC1c1cccs1 (stereo unspecified)	0	83	85	.	-3	-7	90	-6
COc1ccc(N2C(=O)CC(c3ccccc3)CC2=O)cc1	0	101	93	.	7	-1	93	-29
Cc1cccnc1NC(=O)c1ccc([N+](=O)[O-])o1	1	103	101	-1	-19	-23	98	-22
Cc1c(C(=O)O)sc2nc(SCC(=O)Nc3ccc(S(=O)(=O)NCCCC(=O)O)cc3)[nH]c(=O)c12	-1	95	109	-2	6	1	105	-9
Cn1cccc1C(=O)N/N=C/c1c(Cl)cccc1Cl	7	101	103	-6	-3	1	107	-20
(more compounds)
SMILES	AHR activator	LAP4-GFP MLPCN	RPL19A-GFP yeast	EBNA-1 inhibitor	proCasp3 act	proCasp7 act	MEP2-GFP yeast	ZTA counter
OC(COc1ccc(Cl)cc1)CN1C2=NCCCN2c2ccccc21 (stereo unspecified)	12	97	99	-7	7	7	94	7
O=C(COc1ccccc1)NCC1CCCO1 (stereo unspecified)	0	99	97	4	-2	6	97	0
COc1ccc(NC(=O)CN(C)C(=O)C(C)Oc2ccc(Br)cc2)cc1 (stereo unspecified)	3	109	97	1	-4	-7	96	7
c1ccc(Cc2nn3c(Cn4nnc5ccccc54)nnc3s2)cc1	1	102	101	-5	-4	-9	107	-3
COc1ccc(-c2cccc(NS(=O)(=O)c3cccc([N+](=O)[O-])c3)c2)nn1	-1	110	106	-11	8	4	103	-2
O=C(CN1CCCCCC1)Nc1cc(C(F)(F)F)ccc1Cl	1	95	103	9	2	3	103	10
CCn1c(C)c2c([n+]1CC)CC(C)(C)CC2=O	0	102	101	3	1	7	106	-18
C/C(=N/Oc1nc(C)cc(C)n1)c1ccccc1	3	104	99	-1	5	-5	100	4
Fc1ccc(-n2ncc3c(SCc4cccnc4)ncnc32)cc1	3	123	96	-8	7	0	107	-3
Cc1ccc(C)n1-c1ccc(C(=O)Nc2ccccc2F)cc1	0	97	101	-13	-5	1	102	-11
Cc1c(C(=O)N2CCCC2)c(S(=O)(=O)N2CCN(c3ccccc3F)CC2)c(C)n1C	1	102	105	0	8	6	106	14
COc1ccc(CCNc2nc(-c3sc(N)nc3C)cs2)cc1OC	14	86	92	-10	-18	-31	92	8
COc1ccccc1CNC(=O)c1cccnc1	5	90	101	-6	7	6	104	-5

Compound activity from PubChem.
